GDH-TPI inh: inhibits GDH-TPI coupling enzymes, artifact for Mtb FBA screen | inhibition, % at 4.8 µM | GDH-TPI coupled enzyme counterscreen, NADH absorbance | hit rate 1.2% among 360,000; in the data active = inhibition above about 30%;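 also: 0% = DMSO wells and 100% = wells lacking the enzyme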
DUSP3 inh: blocks human VHR1 dual specificity phosphatase. recombinant VHR phosphatase, pNPP absorbance. hit rate 0.52% among 290,000. P51452. inhibition, % at 13.3 µM; in the data active = inhibition above about 50%; also: some compounds called inactive have numbers as strong as hits
Target sequence (P51452 whole entry, looked up): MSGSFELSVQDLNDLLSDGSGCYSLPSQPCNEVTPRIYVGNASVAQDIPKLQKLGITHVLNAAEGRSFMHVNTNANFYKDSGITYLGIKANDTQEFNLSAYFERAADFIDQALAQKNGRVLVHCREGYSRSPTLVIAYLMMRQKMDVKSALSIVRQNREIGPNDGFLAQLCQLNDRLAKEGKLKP
FBA Mtb inh: inhibitors of M. tuberculosis fructose-bisphosphate aldolase | purified M. tuberculosis FBA, fluorescence read-out | inhibition, % at 1 µM | AID 588726 | hit rate 2.3% among 360,000; in the data active = inhibition above about 27%;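 also: 0% = vehicle and 100% = reference inhibitor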
Target sequence (P9WQA3 whole entry, looked up): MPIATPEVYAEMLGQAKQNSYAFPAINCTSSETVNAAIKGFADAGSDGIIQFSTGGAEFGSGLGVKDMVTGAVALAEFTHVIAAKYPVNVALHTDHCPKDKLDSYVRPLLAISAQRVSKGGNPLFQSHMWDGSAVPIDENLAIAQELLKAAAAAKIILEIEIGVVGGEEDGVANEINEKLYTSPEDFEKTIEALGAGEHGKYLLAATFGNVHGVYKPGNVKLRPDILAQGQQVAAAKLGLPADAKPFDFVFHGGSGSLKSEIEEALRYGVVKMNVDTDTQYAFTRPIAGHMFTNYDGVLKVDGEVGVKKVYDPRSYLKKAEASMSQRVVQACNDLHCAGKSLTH
UGM FP inh: Mtb UDP-galactopyranose mutase inhibition | P9WIQ1 | purified UGM, fluorescence polarization probe displacement | inhibition, % at 10 µM | hit rate 0.06% among 320,000; in the data active = inhibition above about 10%, passing the limit was not always enough
Rv3671c inh: inhibitors of M. tuberculosis serine protease Rv3671c; P9WHR9; inhibition, % at 5.96 µM; hit rate 0.048% among 320,000; AID 2606; in the data active = inhibition above about 38%;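 also: extracellular domain of Rv3671c used as enzyme; 0% = enzyme with DMSO and 100% = no enzyme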
Target sequence (P9WHR9 whole entry, looked up, the tested form may be a part): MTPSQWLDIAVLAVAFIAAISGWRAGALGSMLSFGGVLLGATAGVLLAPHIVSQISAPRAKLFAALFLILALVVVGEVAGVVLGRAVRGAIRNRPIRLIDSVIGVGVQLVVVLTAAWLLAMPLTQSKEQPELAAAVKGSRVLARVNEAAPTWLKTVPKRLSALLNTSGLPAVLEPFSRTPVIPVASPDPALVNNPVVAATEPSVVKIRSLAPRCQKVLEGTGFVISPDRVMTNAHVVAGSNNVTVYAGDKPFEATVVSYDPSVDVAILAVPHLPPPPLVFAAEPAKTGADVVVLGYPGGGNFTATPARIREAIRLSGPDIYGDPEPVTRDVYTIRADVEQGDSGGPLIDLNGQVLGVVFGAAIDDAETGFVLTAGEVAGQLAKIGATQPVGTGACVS
Mtb BioA inh: BioA (M. tuberculosis) enzyme inhibition | purified M. tuberculosis BioA enzyme, plate reader | inhibition, % at 9.99 µM | hit rate 0.096% among 360,000; in the data active = inhibition above about 40%
Vc quorum ag: inducers of Vibrio cholerae quorum light production without autoinducers. activation, % at 18.7 µM. AID 588436. V. cholerae BH1578 lux reporter, luminescence, 6 h. hit rate 0.16% among 350,000; in the data active = activation mostly above about 9.7%, no sharp cut-off; also: not every result past the cut was called active; inactives centre near 0; reference of the scale not given here
SARS 3CLpro inh: SARS-CoV 3CLpro protease inhibition; P0C6X7; recombinant SARS-CoV 3CLpro, quenched FRET peptide cleavage; inhibition, % at 6 µM; hit rate 0.14% among 290,000; in the data active = inhibition above about 12%
SSB-PriA inh: inhibitors of Klebsiella pneumoniae PriA binding to SSB C-terminal tail; AlphaScreen SSBct-PriA binding, biotinylated peptide; inhibition, % at 33 µM; hit rate 0.6% among 430,000; AID 1272365; in the data active = inhibition mostly above about 37%, no sharp cut-off; inactive = mostly below about 20%;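 also: plate controls were negative control peptide for no effect and reference peptide for full effect; strong numbers were not always called active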
MazF activator: activators of E. coli MazEF toxin-antitoxin RNase; P0AE70; FAM/BHQ RNA-DNA oligo cleavage fluorescence, 5 h; activation, % at 20 µM; hit rate 0.32% among 350,000; in the data active = activation above about 50%
Target sequence (P0AE70 whole entry, looked up): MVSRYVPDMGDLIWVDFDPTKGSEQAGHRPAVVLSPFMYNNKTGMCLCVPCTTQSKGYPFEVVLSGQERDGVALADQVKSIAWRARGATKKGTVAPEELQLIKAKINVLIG
Starred values were filed as active, the others as inactive; i = inactive; · = no result given; & = joins results of further samples. A portion of the library; rates above refer to the full screens.

SMILES	GDH-TPI inh	DUSP3 inh	FBA Mtb inh	UGM FP inh	Rv3671c inh	Mtb BioA inh	Vc quorum ag	SARS 3CLpro inh	SSB-PriA inh	MazF activator
CCCCCn1c(N2CCN(Cc3ccccc3)CC2)nc2c1c(=O)[nH]c(=O)n2C	2	-9	0	-1.5	2	4.5	-0.3	0	-2	6
Clc1ccc(CN2C3=NCCN3c3ccccc32)cc1Cl	-3	16	-6	-0.4	3	5.5	i	-5	-17	11
O=C1CCc2cc(S(=O)(=O)NCCC(=O)NC3CCN(Cc4ccccc4)CC3)ccc2N1	7	19	1	-0.5	2	0.1	i	-4	9	-2
Nc1nc2ccccc2n1CCOc1ccc(Cl)cc1	16	15	2	0.1	10	-0.5	i	1	-3	7
CC1=C(C(=O)OC(C)C)C(c2ccco2)NC(=O)N1 (centres undefined)	-4	-1	-6	1.7	0	·	i	3	-6	5
CCOC(=O)NNC(=O)C1CCC(C)CC1 (centres undefined)	5	4	-2	2.6	-6	-0.4	-0.3	2	-2	4
CCN(CC(=O)Nc1ccccc1OC)C(=O)c1ccc(NS(=O)(=O)c2ccc(C(C)=O)cc2)cc1	-1	12	4	3.3	-3	1.3	-0.2	0	-8	-15
CCOc1ccccc1OCC(=O)Nc1ccc(Cl)cc1C(=O)c1ccccc1	6	1	0	1.7	2	-11	i	5	-6	-10
O=C(CCc1ccccc1)NCC1(c2ccccc2)CCCC1	6	12	-1	0.7	-16	-0.3	0.8	5	-2	-7
O=C(/C=C\Nc1ccc2c(c1)OCO2)c1cccs1	4	25	-7	3.0	-5	7.1	-0.3	-3	-3	0
CCN(c1ccc(NC(=O)COC(=O)c2cc3ccccc3oc2=O)cc1)C(C)C	4	-3	-1	-4.7	-8	0.5	-0.5	-2	54*	1
OC(CN=c1sc2ccccc2n1CC(O)COc1ccccc1)COc1ccccc1 (centres undefined)	-5	31	-7	-1.2	8	-1.2	-0.7	-2	-3	-1
Cc1ccc(C)c2[nH]c(=O)c(CN(Cc3ccco3)C(=S)NCC3CCCO3)cc12 (centres undefined)	-5	-5	-2	1.9	3	·	i	3	6	5
COc1ccc(C(=O)NCC(=O)NCC2COc3ccccc3O2)cc1 (centres undefined)	10	27	-1	1.5	0	-0.7	i	6	3	-1
Cc1ccc2c(C)c(C(=O)Nc3cccnc3)oc2c1	8	6	0	-0.7	2	3.5	i	-1	-5	-2
CC(=O)c1ccc(Nc2nc(-c3ccccc3)nc3ccccc23)cc1	10	·	2	·	·	-1.0	-0.2	·	3	1
CN(c1ccccc1)S(=O)(=O)c1cccc(NC(=O)Cn2cnc3ccccc3c2=O)c1	0	20	3	·	-9	-0.6	-5.7	4	-3	5
Cc1ccccc1N1CC(O)(c2ccccc2)[N+]2=C1SCC2 (centres undefined)	-10	3	-4	2.0	3	0.1	i	-2	-8	-3
COc1ccc(NC(=O)CCNC(=O)c2ccccc2)cc1S(N)(=O)=O	-4	10	0	1.1	-10	0.4	-3.1	-3	-7	12
CS(=O)(=O)c1ccccc1-c1nnc(NC(=O)Cc2ccccc2)o1	3	9	2	-2.0	4	-0.5	-0.2	2	-5	-32
CCc1[nH]nc2c1C(c1ccsc1)C(C#N)=C(N)O2 (centres undefined)	8	-5	-3	-0.5	4	-0.6	i	-6	-9	0
COCC1CCCCN1C(=O)c1ccc(OC2CCN(CCc3ccccc3)CC2)cc1 (centres undefined)	4	24	0	-0.4	-2	-0.7	-0.4	5	0	3
O=C(OCC(=O)N1CCN(C(=O)c2ccco2)CC1)c1cc(F)c(F)cc1Cl	2	·	-3	-3.4	8	0.1	i	·	-1	1
CC1CN(C(=O)C(C)Sc2nnnn2C)CC(C)O1 (centres undefined)	1	16	0	-2.4	-3	-0.6	-0.2	-4	-10	-2
CCOP(=O)(OCC)C(O)c1ccc(N(C)C)cc1 (centres undefined)	0	25	-2	3.4	3	·	-0.9	4	-18	6
Further compounds:
SMILES	GDH-TPI inh	DUSP3 inh	FBA Mtb inh	UGM FP inh	Rv3671c inh	Mtb BioA inh	Vc quorum ag	SARS 3CLpro inh	SSB-PriA inh	MazF activator
O=C(COC(=O)c1ccccn1)NC1CCCCC1	-10	31	1	-0.8	4	0.8	10	1	-10	2
Cc1noc(C)c1C(=O)OCC(=O)Nc1c(F)cccc1F	7	39	-1	-1.2	-5	·	-1.4	0	-7	2
CCCCSc1nc2c(c(=O)[nH]c(=O)n2C)n1CCc1ccccc1	10	12	1	-2.6	-14	-1.4	-0.1	·	-6	5
O=C(CSc1nnc(COc2ccc(Cl)cc2)n1Cc1ccco1)c1ccccc1F	2	19	4	-2.1	1	0.5	i	-1	-6	2
COc1cccc(-n2nnc3c(=O)n(C/C=C/c4ccccc4)cnc32)c1	3	19	4	-0.8	-14	-2.3	-0.4	2	-12	4
Cc1ccc(NC(=O)CN2CCN(C)CC2)cc1S(=O)(=O)N1CCOCC1	2	·	1	0.4	-1	0.0	i	·	-6	5
O=C(c1ccccc1Nc1ccc(SC(F)F)cc1)N1CCCCC1	5	47	1	0.2	-1	-0.6	i	0	-4	-16
Cc1ccc2c(c1)[C@H]1[C@H](CO2)[C@H](c2ccccc2)[C@]2(C)C(=O)Nc3cc(F)ccc3C(=O)N12	3	·	1	-3.3	-21	-0.4	-0.5	·	5	0
C=C(C)Cn1c2ccc(NC(=O)NCc3ccccc3)cc2c(=O)n1C	-11	·	166*	·	·	-1.0	i	·	·	·
CC(=O)c1cc(C(=O)c2ccccc2)sc1Nc1ccccc1	16	1	-1	-1.7	-8	-2.0	-1.0	-1	-35	-11
CCOC(=O)c1cnc(Nc2ccccc2)nc1C(F)(F)F	8	4	-1	-0.6	2	·	-0.6	-2	-29	-5
CCOC(=O)C1CCN(C(=O)c2ccc(Br)o2)CC1	0	-5	3	-0.8	-5	-0.2	-0.4	-7	-19	1
O=C(c1ccco1)N1N=C(C2CCCCC2)CC1(O)C(F)(F)F (centres undefined)	-2	8	0	1.9	3	·	i	1	-3	3
Cc1ccc(CNC(=O)CCS(=O)(=O)c2ccc3c(c2)CC(C)N3C(=O)C2CC2)o1 (centres undefined)	1	4	-3	-0.2	3	-0.2	-0.2	1	-1	0
CS(=O)(=O)c1ccc(Cl)c(NC(=O)Nc2ccccc2)c1	7	18	2	0.5	-13	0.9	-0.1	0	4	2
Cn1c(C(=O)N[C@@H](C(=O)O)c2ccccc2)cc2cc(Cl)ccc21	2	18	7	2.0	-6	0.3	i	3	1	-13
COc1ccc(C(C(=O)NC2CCCCC2)N(C(=O)c2ccco2)c2ccccc2OC)cc1 (centres undefined)	6	-3	0	2.1	-5	2.2	-0.5	-2	7	-15
N=c1oc2ccc3ccccc3c2cc1C(N)=S	5	4	104*	-0.9	-3	·	-0.4	2	5	13
CC(C)c1ccc(C(=O)N2CCCN(C(=O)c3ccc(C(C)C)cc3)CC2)cc1	3	-7	-1	-2.4	-12	·	-0.3	0	0	3
CCc1ccc(CC)c(S(=O)(=O)Nc2ccc(C(=O)O)c(O)c2)c1	1	13	0	3.3	-9	-0.4	·	1	-6	-1
COc1cccc(NC(=O)CSc2nnc(COc3ccc4c(c3)CCCC4)o2)c1	-11	43	-10	-1.2	2	-0.7	·	2	3	14
COCCN(CC(=O)Nc1cccc(C)c1C)C(=O)c1ccc2ccccc2n1	6	·	-3	·	2	1.8	0.7	·	-11	2
O=C1C(=O)N(C2CCS(=O)(=O)C2)C(c2cccc(O)c2)/C1=C(/O)c1ccc(Cl)cc1 (centres undefined)	7	10	1	-0.3	-3	0.4	i	-2	·	2
Cc1ccc(-n2c(O)c(C=NC3CCCCC3N)c(=O)[nH]c2=O)cc1C (centres undefined)	10	19	-2	0.8	-5	-2.1	i	2	-17	8
O=C(CN1C(=O)S/C(=C\c2ccccn2)C1=O)Nc1ccc(F)cc1	18	6	1	-1.4	·	-0.2	-0.3	1	-10	-10
Further records follow:
SMILES	GDH-TPI inh	DUSP3 inh	FBA Mtb inh	UGM FP inh	Rv3671c inh	Mtb BioA inh	Vc quorum ag	SARS 3CLpro inh	SSB-PriA inh	MazF activator
COc1ccccc1Cn1c(=S)[nH]c2ccc(F)cc2c1=O	3	22	0	1.3	4	0.5	-0.5	2	-3	1
O=C(CC1C(=O)NCCN1Cc1cccc(F)c1)NC1CCCCC1 (centres undefined)	-3	18	0	1.8	-10	-1.6	-0.3	-3	12	-5
Cc1nc2ccccc2nc1OCC(=O)NCc1ccc2c(c1)OCO2	24	7	0	2.3	4	-2.9	-0.6	-4	-6	4
CCn1c(SCC(=O)Nc2ccc3c(c2)OCO3)nnc1C1CC1	2	20	-4	7.5	-5	-0.1	-0.4	-2	8	-23
CCOC(=O)[C@H]1[C@H]2COc3ccccc3[C@@H]2N2C(=O)c3c(C)cc(C)cc3NC(=O)[C@@]12C	9	·	1	0.0	-5	-0.6	i	·	7	3
COc1cccc(C(=O)NCC2CCCN(C3CCCCC3)C2)c1OC (centres undefined)	9	12	0	2.6	·	-0.8	-0.1	4	-10	6
CCC(CC)C(=O)Nc1cccc(/C(C)=N/NC(=O)c2c(Br)cnn2C)c1	11	14	2	1.1	0	1.3	-0.9	4	·	5
Cc1ncoc1C(=O)N1CCCC(C(=O)c2ccc3c4c(cccc24)CC3)C1 (centres undefined)	5	-4	18	0.6	1	-0.1	-0.3	5	5	8
O=C(N/N=C/c1ccccc1Br)c1cccc(S(=O)(=O)N2CCOCC2)c1	4	·	2	-1.2	-23	-7.1	i	·	·	-3
COc1ccc(C(=O)N[C@H](C(=O)N2CCN(c3ccccc3F)CC2)C(C)C)cc1	4	10	-1	0.6	-1	·	-0.4	4	-13	1
O=C(Nc1nccs1)c1ccc(CSc2ccccc2)o1	26	2	-2	0.9	-6	-0.2	i	3	-6	2
C[C@H](CO)N1C[C@H](C)[C@@H](CN(C)C(=O)Nc2ccccc2)Oc2ccc(NC(=O)Nc3ccc4c(c3)OCO4)cc2C1=O	4	·	17	0.0	-3	-4.9&-0.6	-3.0	·	12	6
CC(=O)N/N=c1\sc2ccccc2n1C	-11	26	2	0.9	-3	-0.2	2.1	1	·	6
CC(C)c1ccc2oc(-c3cc(N)ccc3O)nc2c1	9	15	-1	-2.1	-3	-2.3	·	2	3	-4
O=S(=O)(/N=C(/Nc1ccc(F)c(F)c1F)c1ccccc1)c1ccccc1	-2	-1	1	-2.1	-6	-0.6	-0.6	5	·	3
COc1ccc(/C(N)=N/OC(=O)c2cccs2)cc1OC	-1	-5	1	-0.9	-1	·	i	1	·	3
Nn1c(=O)[nH]c2c([nH]c3ccccc32)c1=O	-12	7	27*	-0.6	1	·	-0.3	4	-3	2
CN(C)CCCNC(=O)/C(=C/c1ccc(-c2ccc([N+](=O)[O-])cc2)o1)NC(=O)c1ccccc1	31*	39	-4	-1.3	3	11	0.5	0	-15	17
CCn1c(=O)cc(OCC(=O)N2CCN(C(=O)c3ccco3)CC2)c2ccccc21	3	2	0	0.4	-3	0.2	-0.3	0	-19	8
CC(=O)Nc1cccc(NC(=O)CSc2ccc(-c3ccccn3)nn2)c1	3	2	-1	-1.0	6	·	i	-4	13	2
O=C(CN1C(=O)c2cccc3cccc1c23)NCc1ccncc1	7	2	-3	-1.3	0	0.7	i	-1	-9	2
C=CCn1c(CCC(=O)O)ccc1-c1ccccc1	10	-9	12	0.8	-8	-1.0	i	4	-3	-15

Profiles, looked up by structure:
O=C(CC1C(=O)NCCN1Cc1cccc(F)c1)NC1CCCCC1 (centres undefined) in the list: GDH-TPI inh = -3; DUSP3 inh = 18; FBA Mtb inh = 0; UGM FP inh = 1.8; Rv3671c inh = -10; Mtb BioA inh = -1.6; Vc quorum ag = -0.3; SARS 3CLpro inh = -3; SSB-PriA inh = 12; MazF activator = -5
O=C(Nc1nccs1)c1ccc(CSc2ccccc2)o1 in the list: GDH-TPI inh = 26; DUSP3 inh = 2; FBA Mtb inh = -2; UGM FP inh = 0.9; Rv3671c inh = -6; Mtb BioA inh = -0.2; Vc quorum ag = i; SARS 3CLpro inh = 3; SSB-PriA inh = -6; MazF activator = 2
CC(C)c1ccc2oc(-c3cc(N)ccc3O)nc2c1 in the list: GDH-TPI inh = 9; DUSP3 inh = 15; FBA Mtb inh = -1; UGM FP inh = -2.1; Rv3671c inh = -3; Mtb BioA inh = -2.3; Vc quorum ag = ·; SARS 3CLpro inh = 2; SSB-PriA inh = 3; MazF activator = -4
